GPT2 inhibitor: Primary qHTS assay for inhibitors of Glutamate pyruvate transaminase 2 (GPT2). AID 1671188, 2021. 0.25% of 100,000 active. Alanine aminotransferase 2 (Homo sapiens), Q8TD30. Recombinant GPT2, coupled pyruvate oxidase/HRP Amplex Red fluorescence. Potency, µM (series often up to 57.7 µM), for inactives: at the top dose activity change, negative = inhibition, hits mostly inhibitors; note: potency is the fitted concentration of half-maximal effect; nearly all actives have a fitted effect of over 60% in size; many of its hits are not listed in these tables
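Fluorescence read-out: pyruvate from GPT2 turnover coupled to pyruvate oxidase, HRP and Amplex Red (0.2mM ThPP, 0.2U/mL PO and HRP, 50uM Amplex final). Substrates 250uM a-KG, 2mM L-alanine; enzyme 10ng/uL; 30 min RT.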
NIH3T3 tox: Cytotoxic Profiling in NIH 3T3 Cell Line of Diverse Libraries Using Quantitative High-Throughput Screening; 4.3% of 94,000 active; AID 1345082, 2018; NIH 3T3 viability, CellTiter-Glo ATP luminescence, 48-72 h; Potency, µM (highest dose often 96.7 µM), inactives show at the highest dose activity change, negative = cytotoxicity, usual class: inhibitors; note: potency is the fitted concentration of half-maximal effect; nearly all actives have a fitted effect of over 55% in size
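Cells were seeded at 400 per well, treated with pin-transferred compound, and kept 48 or 72 hr at 37 °C before CellTiter-Glo addition and luminescence imaging of cellular ATP.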
HEK293 viab: GF-AFC viability counterscreen for inhibitors of alpha-synuclein gene (SNCA) expression; AID 1671193, 2021; 0.12% of 150,000 active; Potency, µM (titrated, usually from 57.1 µM), inactives show top-dose activity change, negative = cytotoxicity, usual class: cytotoxic; HEK-293-SNCA-luc viability, GF-AFC fluorescence, 24 h;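 note: potency is the fitted concentration of half-maximal effect; 0% = DMSO-treated cells and -100% = medium-only wells without cells; nearly all actives have a fitted effect of over 30% in size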
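HEK-293-SNCA-luc cells (1500/well) plated 24 h, then exposed 24 h to a dilution series; GF-AFC added 30 min at 37C, fluorescence 405/540 nm; normalised to medium-only and DMSO wells, Hill fit.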
SNCA expr inhib: Primary qHTS assay for inhibitors of alpha-synuclein gene (SNCA) expression; HEK-293 SNCA-luciferase knock-in, luminescence, 24 h; Potency, µM (doses to about 57.2 µM), inactives show at the top dose activity change, negative = inhibition, most hits filed as inhibitors; 0.17% of 140,000 active; AID 1671194, 2021;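 note: potency is the fitted concentration of half-maximal effect; plate controls were DMSO cells for no effect and cell-free wells for full effect; nearly all actives have a fitted effect of over 45% in size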
HEK cytotox: Cytotoxic Profiling in HEK 293 Cell Line of Diverse Libraries Using Quantitative High-Throughput Screening; AID 1345083, 2018; Potency, µM (series often up to 115 µM), for the others: at the highest dose activity change, negative = cytotoxicity, usual class: inhibitors; 6.6% of 94,000 active; HEK 293 viability, ATP luminescence (CellTiter-Glo), 48-72 h; note: potency is the fitted concentration of half-maximal effect; nearly all actives have a fitted effect of over 60% in size
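qHTS cytotoxicity; HEK 293, 250 cells/well; compound pinned; 48 or 72 hr, 37 degree Celsius, 5% CO2, 95% humidity; CellTiter-Glo, 10 min RT; luminescence (ATP).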
Luciferase inh: Firefly luciferase inhibition profiling of diverse chemical library using quantitative high-throughput screening | Luciferin 4-monooxygenase (Photinus pyralis), P08659 | purified P. pyralis luciferase, luminescence, biochemical | Potency, µM (series often up to 115 µM), without a hit: at the highest dose activity change, negative = inhibition, usual class: inhibitors | 2.5% of 76,000 active | AID 1347043, 2019; note: potency is the fitted concentration of half-maximal effect; nearly all actives have a fitted effect of over 65% in size
Target sequence (P08659 whole entry, looked up): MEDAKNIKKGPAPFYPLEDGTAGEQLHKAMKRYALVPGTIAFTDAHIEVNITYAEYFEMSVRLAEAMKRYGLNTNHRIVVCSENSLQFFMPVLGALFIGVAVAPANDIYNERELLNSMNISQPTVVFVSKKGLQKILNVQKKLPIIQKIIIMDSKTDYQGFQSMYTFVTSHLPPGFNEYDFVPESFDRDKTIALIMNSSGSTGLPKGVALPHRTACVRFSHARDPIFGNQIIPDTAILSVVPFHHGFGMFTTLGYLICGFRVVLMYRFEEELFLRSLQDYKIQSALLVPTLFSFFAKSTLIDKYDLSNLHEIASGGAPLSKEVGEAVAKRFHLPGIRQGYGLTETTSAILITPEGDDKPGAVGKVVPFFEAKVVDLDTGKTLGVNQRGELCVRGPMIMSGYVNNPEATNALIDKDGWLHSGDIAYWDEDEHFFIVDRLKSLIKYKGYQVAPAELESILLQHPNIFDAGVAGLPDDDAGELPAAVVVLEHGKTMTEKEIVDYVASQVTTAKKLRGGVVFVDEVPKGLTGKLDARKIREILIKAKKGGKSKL
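Luminescence read by CCD imager after adding enzyme (10nM final) to wells holding compound, titrated in qHTS. Substrates 10uM each D-luciferin and ATP; buffer 50mM Tris acetate pH 7.5, 10mM Mg acetate, Tween-20, BSA.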
IP6K1 inhibitor: Primary qHTS assay for small molecule inhibitors of Inositol hexaphosphate kinase 1 (IP6K1); IP6K1 kinase, ADP-Glo luminescence, 2 h; active compounds read low; AID 1645851, 2021; activity change, % (series mostly up to about 58 µM); 0.81% of 140,000 active; Inositol hexakisphosphate kinase 1 (Homo sapiens), Q92551; in the data active = activity change below about -25%
Target sequence (Q92551 whole entry, looked up): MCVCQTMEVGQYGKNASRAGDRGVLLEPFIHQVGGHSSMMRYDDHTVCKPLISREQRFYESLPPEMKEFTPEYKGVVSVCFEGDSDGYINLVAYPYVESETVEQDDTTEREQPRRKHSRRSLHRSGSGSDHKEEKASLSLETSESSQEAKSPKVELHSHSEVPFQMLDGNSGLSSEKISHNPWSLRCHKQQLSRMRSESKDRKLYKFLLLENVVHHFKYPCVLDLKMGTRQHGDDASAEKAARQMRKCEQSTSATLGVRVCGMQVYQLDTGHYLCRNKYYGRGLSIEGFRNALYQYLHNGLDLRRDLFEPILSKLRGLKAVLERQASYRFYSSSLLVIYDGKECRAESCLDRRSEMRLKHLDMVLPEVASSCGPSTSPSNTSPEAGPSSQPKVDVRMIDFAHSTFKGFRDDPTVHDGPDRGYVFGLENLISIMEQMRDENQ
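ADP-Glo luminescence measures ADP made by human IP6K1 during a 2 h RT reaction with ATP/IP6 (mix at 1.3 mM/130 uM); top library doses 57.5 and 19.1 uM final.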
The depositor's hits bear a star; [ ] = another dose, or the depositor's remark. Unless noted, calls come from the whole dose curve; as a rule, active = well fitted curve in the direction sought with a large enough effect; inconclusive = small, poorly fitted or top-dose-only effect, or another doubt; inactive = no such curve, though single readings can be large; an effect the other way counts as inactive or inconclusive. Unless noted, % is set by controls: 0 for no effect and ±100 for the full control effect.

What do the screens show for `NS(=O)(=O)c1ccc(F)c(C(=O)NC2CCc3[nH]ncc3C2)c1` (stereo not given)?
GPT2 inhibitor: -19%; NIH3T3 tox: -21%; HEK293 viab: 9%; SNCA expr inhib: -17%; HEK cytotox: -8%; Luciferase inh: -6%; IP6K1 inhibitor: -2

Results for Cc1ccccc1CN1C2=NCCN2C(=O)C2=C1CCN(Cc1ccccc1)C2 ?
GPT2 inhibitor: inactive; HEK293 viab: 2%; IP6K1 inhibitor: -5

Results for CCc1ccc(NC(=O)Cn2nnc(-c3ccccc3N)n2)cc1 ?
HEK293 viab: 3%; SNCA expr inhib: 39%[activator]; IP6K1 inhibitor: -12

How did O=C(COc1ccccc1)Nc1cccn2nc(C3CCC3)nc12 do in these assays?
GPT2 inhibitor: inactive; NIH3T3 tox: inconclusive; HEK293 viab: 5%; SNCA expr inhib: 0%; HEK cytotox: inconclusive; Luciferase inh: -2%; IP6K1 inhibitor: 27

How did O=C(NC1CC1)[C@@H]1C[C@H](Oc2ccccc2)CN1C(=O)c1ccco1 do in these assays?
GPT2 inhibitor: inactive; NIH3T3 tox: -3%; HEK293 viab: -1%; SNCA expr inhib: -13%; HEK cytotox: -2%; Luciferase inh: 5%; IP6K1 inhibitor: 0

What do the screens show for `O=C1C(=O)N(C2CCNCC2)CCN1Cc1ccccc1`?
HEK293 viab: -9%; SNCA expr inhib: inconclusive; IP6K1 inhibitor: 19

How did Cc1cc2c(cc1S(=O)(=O)NCc1ccc(F)cc1)n(C)c(=O)c(=O)n2C do in these assays?
HEK293 viab: 11%; SNCA expr inhib: 5%; IP6K1 inhibitor: -26*

How did COC(=O)[C@H](NC(=O)[C@@H]1C[C@H](NC(=O)Nc2ccc(F)cc2F)CN1C(=O)c1cccn1C)C(C)C do in these assays?
GPT2 inhibitor: -1%; NIH3T3 tox: 3%; HEK293 viab: -15%; SNCA expr inhib: 17%; HEK cytotox: -5%; Luciferase inh: -1%; IP6K1 inhibitor: -9

Results for CCn1c(CO)nnc1C1CC(NC(=O)Cc2ccc(-n3cnnn3)cc2)C1 (stereo not given) ?
GPT2 inhibitor: inactive[11.5 µM]; NIH3T3 tox: 3%; HEK293 viab: -3%; SNCA expr inhib: -1%; HEK cytotox: inactive; Luciferase inh: 8%; IP6K1 inhibitor: 36

How did CCOc1ccc(NC(=O)N2CCc3nc(-c4ccccc4)[nH]c3C2)cc1 do in these assays?
GPT2 inhibitor: -8%; NIH3T3 tox: inconclusive; HEK293 viab: -12%; SNCA expr inhib: 28%; HEK cytotox: inconclusive; IP6K1 inhibitor: 8

Retrieved by compound from the entries so far:
Results for Cc1ccccc1CN1C2=NCCN2C(=O)C2=C1CCN(Cc1ccccc1)C2 ?
GPT2 inhibitor: inactive; HEK293 viab: 2%; IP6K1 inhibitor: -5

Results for CCn1c(CO)nnc1C1CC(NC(=O)Cc2ccc(-n3cnnn3)cc2)C1 (stereo not given) ?
GPT2 inhibitor: inactive[11.5 µM]; NIH3T3 tox: 3%; HEK293 viab: -3%; SNCA expr inhib: -1%; HEK cytotox: inactive; Luciferase inh: 8%; IP6K1 inhibitor: 36

Next results follow:
What do the screens show for `Cc1cc2oc(C(=O)Nc3sc4c(c3C(=O)NCC3CCCO3)CCCC4)cc(=O)c2cc1C` (stereo not given)?
HEK293 viab: 10%; SNCA expr inhib: 22%; IP6K1 inhibitor: -18

Results for O=C(Cn1ccn2nc3c(c2c1=O)CCCC3)NCCc1ccccc1 ?
GPT2 inhibitor: inconclusive; NIH3T3 tox: 0%; HEK293 viab: -8%; SNCA expr inhib: 5%; HEK cytotox: -2%; Luciferase inh: -8%; IP6K1 inhibitor: 9

Results for C[C@H]1[C@@H]2[C@@H](O)C([C@H](C)C(=O)NC3CC3)CC[C@@]2(C)CC[C@@H]1NC(=O)c1cnccn1 (stereo not given in full) ?
GPT2 inhibitor: -2%[88.5 µM]; NIH3T3 tox: -25%[174 µM]; HEK293 viab: -7%[87.6 µM]; SNCA expr inhib: 4%[87.6 µM]; HEK cytotox: -9%[172 µM]; Luciferase inh: 1%[172 µM]; IP6K1 inhibitor: 10

How did CCCCOc1ccc(C2c3c(-c4ccccc4O)n[nH]c3C(=O)N2Cc2ccncc2)cc1OC (stereo not given) do in these assays?
HEK293 viab: inconclusive; SNCA expr inhib: inconclusive; IP6K1 inhibitor: 2

How did CO[C@H]1C(=O)N(C(C)C)[C@H]1C1CCN(S(=O)(=O)c2cn(C)cn2)CC1 do in these assays?
GPT2 inhibitor: inactive; NIH3T3 tox: 1%; HEK293 viab: 5%; SNCA expr inhib: -13%; HEK cytotox: inactive; Luciferase inh: -6%; IP6K1 inhibitor: 8

Results for COc1cc(C2c3cc(O)c(OC)cc3CC(CO)C2CO)ccc1O (stereo not given) ?
GPT2 inhibitor: 1%[27.3 µM]; HEK293 viab: -11%; IP6K1 inhibitor: -7

What do the screens show for `COCCO[C@H]1C(=O)N(C2CCN(C(=O)c3ocnc3C)CC2)[C@H]1c1ccncc1`?
GPT2 inhibitor: inactive; NIH3T3 tox: -4%; HEK293 viab: -1%; SNCA expr inhib: 28%; HEK cytotox: inactive; Luciferase inh: -1%; IP6K1 inhibitor: 17

Results for COc1ccc(-c2cn3c(n2)sc2cc(C(=O)NCCc4ccccc4)ccc23)cc1 ?
HEK293 viab: -1%; SNCA expr inhib: 65%[activator]; IP6K1 inhibitor: -2

Results for Cc1ccccc1NC(=O)CCn1ccn2nc3c(c2c1=O)CCCC3 ?
GPT2 inhibitor: 0%; NIH3T3 tox: -2%; HEK293 viab: -21%; SNCA expr inhib: -8%; HEK cytotox: -24%; Luciferase inh: 5%; IP6K1 inhibitor: 29

Results for CC(C)CCC(=O)N[C@@H]1CN(Cc2ccncc2)C[C@H]1CN(C)C ?
GPT2 inhibitor: inactive; NIH3T3 tox: -27%; HEK293 viab: -10%; SNCA expr inhib: inconclusive; HEK cytotox: inconclusive; Luciferase inh: -2%; IP6K1 inhibitor: 7

Results for CCOC(=O)c1cnc2c(ccc3ccccc32)c1Nc1ccccc1OC ?
HEK293 viab: 5%; SNCA expr inhib: 17%; IP6K1 inhibitor: 11

What do the screens show for `O=C1[C@@H]2C[C@@H](CN2C2CCOCC2)Oc2ccccc2N1Cc1ccc(OC(F)(F)F)cc1`?
GPT2 inhibitor: -3%; NIH3T3 tox: inconclusive; HEK293 viab: 1%; SNCA expr inhib: -10%; HEK cytotox: inconclusive; Luciferase inh: 0%; IP6K1 inhibitor: 3

What do the screens show for `COc1ccc(-c2noc(CC3CCN(C(=O)Cc4ccccc4Cl)CC3)n2)cc1`?
GPT2 inhibitor: 1%; NIH3T3 tox: inconclusive; HEK293 viab: inconclusive; SNCA expr inhib: inconclusive; HEK cytotox: inconclusive; Luciferase inh: -3%; IP6K1 inhibitor: -2

How did O=C(c1[nH]nc2c1CCc1ccccc1-2)N1CCC(c2noc(-c3cccnc3)n2)C1 (stereo not given) do in these assays?
GPT2 inhibitor: inactive; NIH3T3 tox: inconclusive; HEK293 viab: -10%; SNCA expr inhib: -8%; HEK cytotox: 35µM*; Luciferase inh: -13%; IP6K1 inhibitor: 6

What do the screens show for `Cn1nc2n(c1=O)CCN(S(=O)(=O)c1ccc(Cl)s1)CC2`?
GPT2 inhibitor: 5%; NIH3T3 tox: -10%; HEK293 viab: 8%; SNCA expr inhib: 9%; HEK cytotox: -1%; Luciferase inh: 6%; IP6K1 inhibitor: 2

What do the screens show for `NC/C=C/C(=O)O`?
GPT2 inhibitor: inconclusive; HEK293 viab: 2%; SNCA expr inhib: -17%; IP6K1 inhibitor: -7

How did CC1(C(=O)Nc2ccccc2)COCc2cnc(Nc3ccccc3)nc21 (stereo not given) do in these assays?
GPT2 inhibitor: -18%[88.5 µM]; NIH3T3 tox: inconclusive; HEK293 viab: -17%[87.6 µM]; SNCA expr inhib: -26%[87.6 µM]; HEK cytotox: 79µM*; Luciferase inh: 5%[172 µM]; IP6K1 inhibitor: 1

How did O=C(CCCN1C(=O)COc2ccc(C(=O)COc3ccc(F)cc3Cl)cc21)NCC1CC1 do in these assays?
GPT2 inhibitor: inactive; NIH3T3 tox: -18%; HEK293 viab: -13%; SNCA expr inhib: -6%; HEK cytotox: inconclusive; Luciferase inh: -9%; IP6K1 inhibitor: 28

Results for C[C@@H](NC(=O)C1CCCCC1)c1onc(-c2ccc(F)cc2)c1C(=O)O ?
GPT2 inhibitor: -11%[88.5 µM]; NIH3T3 tox: -8%[138 µM]; HEK293 viab: 3%[87.6 µM]; SNCA expr inhib: 18%[87.6 µM]; HEK cytotox: inactive; Luciferase inh: 3%[172 µM]; IP6K1 inhibitor: 19

Results for Cc1nc([C@H]2CCN(Cc3ccc(C(F)(F)F)cc3)C[C@H]2NC(=O)C2CC2)n[nH]1 ?
GPT2 inhibitor: inactive; NIH3T3 tox: -7%; HEK293 viab: -4%[12.5 µM]; SNCA expr inhib: -21%; HEK cytotox: -16%; Luciferase inh: -6%; IP6K1 inhibitor: 7

How did COc1ccccc1C(=O)Nc1cc(-c2ccncc2)nn1C do in these assays?
GPT2 inhibitor: inactive; NIH3T3 tox: inconclusive; HEK293 viab: -6%[87.6 µM]; SNCA expr inhib: 53%[activator][87.6 µM]; HEK cytotox: inconclusive; IP6K1 inhibitor: 4

What do the screens show for `Cc1cc(CN2CCC3(CCC(=O)N(C(C)C(=O)O)C3)CC2)on1` (stereo not given)?
GPT2 inhibitor: -6%; NIH3T3 tox: 1%; HEK293 viab: -1%; SNCA expr inhib: -2%; HEK cytotox: 1%; Luciferase inh: 8%; IP6K1 inhibitor: -4

How did CCOc1ccc(C(=O)N2CCN(C(=O)c3nnn4c3COC(c3ccccc3)C4)CC2)cc1 (stereo not given) do in these assays?
GPT2 inhibitor: -1%; NIH3T3 tox: -34%; HEK293 viab: 8%; SNCA expr inhib: 1%; HEK cytotox: -22%; Luciferase inh: -11%; IP6K1 inhibitor: -4

What do the screens show for `O=C(c1ccc(OC(F)(F)F)cc1)N1CCN(c2cc(-c3ccc(Cl)cc3)[nH]n2)CC1`?
GPT2 inhibitor: -13%; NIH3T3 tox: 18µM*; HEK293 viab: -9%; SNCA expr inhib: -13%; HEK cytotox: 32µM*; Luciferase inh: -5%; IP6K1 inhibitor: 0

What do the screens show for `Cc1ccccc1C(=O)Oc1cc(-c2ccc3c(c2)OCO3)cc(=O)c2c(C)oc(C)c12`?
HEK293 viab: -15%; SNCA expr inhib: -13%; IP6K1 inhibitor: 11

Results for O=S(=O)(c1ccc(Br)cc1)c1nc(-c2ccco2)oc1SCc1ccccc1Cl ?
HEK293 viab: 4%; SNCA expr inhib: -25%; IP6K1 inhibitor: -17

A portion of the library; count on the stated rates, not on these rows.
